Source: PubChem
EPAC1 antag: qHTS for Antagonist of cAMP-regulated guanine nucleotide exchange factor 3 (EPAC1): primary screen | Rap guanine nucleotide exchange factor 3 (Homo sapiens), O95398 | EPAC1 GEF assay, Rap1b-BODIPY-GDP exchange fluorescence | Potency, µM (highest dose often 115 µM), for inactives: top-dose activity change, negative = inhibition, most hits filed as inhibitors | hit rate 0.14% among 360,000 | AID 720709, 2013;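 further: potency means the concentration at half of the fitted maximal effect; plate controls were vehicle for no effect and positive control for full effect; nearly all actives have a fitted effect of over 50% in size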
CCT chaperon mod: High-Throughput Screening for Modulators of Cytosolic Chaperonin Activity. purified chaperonin ATPase assay, HTRF ADP detection, 30 min. AID 651819, 2012. activity change, % (concentration not given with the values), hits read low. hit rate 0.3% among 360,000; in the data active means activity change below about -30%; further: on the % scale 0 is the no-effect control and ±100 the full control effect
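We incubate TRiC, 40 or 20 nM final, with library compounds at 76 uM and 10 uM ATP for 30 min at 37 °C. ADP formed is detected with Transcreener HTRF reagents after 30 min at room temperature.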
PI5P4K alpha inh: qHTS for Inhibitors of phosphatidylinositol 5-phosphate 4-kinase (PI5P4K); Phosphatidylinositol 5-phosphate 4-kinase type-2 alpha (Homo sapiens), P48426; PI5P4Kalpha enzyme, ADP-Glo luminescence, 60 min; active compounds read low; max response, %; hit rate 1.2% among 330,000; active means max response of -50% or lower; inconclusive means between -30% and -50%; inactive means -30% or higher; further: value at the top dose of about 77 µM; on the % scale 0 is the no-effect control and ±100 the full control effect
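Reactions run in 0.038 M HEPES pH 7.4, 0.28 mM EGTA, 0.1% CHAPS and 5% DMSO, with PI5P4Kalpha, substrate, compound and 5 microM ATP final, one hour at room temperature. Readout is ADP-Glo luminescence.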
WRN inhibitor: qHTS for Inhibitors of WRN Helicase. WRN helicase unwinding, fluorescent forked duplex, kinetic. Potency, µM (doses to about 114 µM), for the others: at the highest dose activity change, negative = inhibition, hits mostly inhibitors. AID 651768, 2012. hit rate 0.46% among 360,000. Bifunctional 3'-5' exonuclease/ATP-dependent helicase WRN (Homo sapiens), Q14191; further: potency means the concentration at half of the fitted maximal effect; on the % scale 0 is the no-effect control and ±100 the full control effect; nearly all actives have a fitted effect of over 55% in size
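Enzyme (20 nM final) and test compound sit together 15 min at room temperature before substrate addition. Substrate is a single-forked duplex oligonucleotide (100 nM) labelled with fluorophore and quencher, with 2 mM ATP; helicase unwinding raises red fluorescence, read kinetically.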
EPAC1 agonist: qHTS for Agonist of cAMP-regulated guanine nucleotide exchange factor 3 (EPAC1): primary screen. Rap guanine nucleotide exchange factor 3 (Homo sapiens), O95398. EPAC1 agonist qHTS, biochemical assay; response scale: 100% = response to 6.5 mM cAMP. Potency, µM (highest dose often 154 µM), for the others: top-dose activation, actives largely listed as activators. hit rate 0.073% among 360,000; further: potency means the concentration at half of the fitted maximal effect; nearly all actives have a fitted effect of over 60% in size
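Nucleotide exchange assay: 100 nM EPAC1 with 250 nM Rap1B loaded with BODIPY-GDP and 50 uM GDP, room temperature. Fluorescence (480/540 nm) read every 5 min for 30 min; signal change normalized to 6.5 mM cAMP as full agonist.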
EPAC2 ag: qHTS for Agonist of cAMP-regulated guanine nucleotide exchange factor 4 (EPAC2): primary screen. hit rate 0.079% among 360,000. AID 720711, 2013. Rap guanine nucleotide exchange factor 4 (Homo sapiens), Q8WZA2. Potency, µM (doses to about 154 µM), for inactives: top-dose activation, most hits filed as activators. EPAC2 activation, biochemical qHTS; response scale: 100% = 6.5 mM cAMP response; further: potency means the concentration at half of the fitted maximal effect; nearly all actives have a fitted effect of over 50% in size
Target sequence (Q8WZA2 whole entry, looked up): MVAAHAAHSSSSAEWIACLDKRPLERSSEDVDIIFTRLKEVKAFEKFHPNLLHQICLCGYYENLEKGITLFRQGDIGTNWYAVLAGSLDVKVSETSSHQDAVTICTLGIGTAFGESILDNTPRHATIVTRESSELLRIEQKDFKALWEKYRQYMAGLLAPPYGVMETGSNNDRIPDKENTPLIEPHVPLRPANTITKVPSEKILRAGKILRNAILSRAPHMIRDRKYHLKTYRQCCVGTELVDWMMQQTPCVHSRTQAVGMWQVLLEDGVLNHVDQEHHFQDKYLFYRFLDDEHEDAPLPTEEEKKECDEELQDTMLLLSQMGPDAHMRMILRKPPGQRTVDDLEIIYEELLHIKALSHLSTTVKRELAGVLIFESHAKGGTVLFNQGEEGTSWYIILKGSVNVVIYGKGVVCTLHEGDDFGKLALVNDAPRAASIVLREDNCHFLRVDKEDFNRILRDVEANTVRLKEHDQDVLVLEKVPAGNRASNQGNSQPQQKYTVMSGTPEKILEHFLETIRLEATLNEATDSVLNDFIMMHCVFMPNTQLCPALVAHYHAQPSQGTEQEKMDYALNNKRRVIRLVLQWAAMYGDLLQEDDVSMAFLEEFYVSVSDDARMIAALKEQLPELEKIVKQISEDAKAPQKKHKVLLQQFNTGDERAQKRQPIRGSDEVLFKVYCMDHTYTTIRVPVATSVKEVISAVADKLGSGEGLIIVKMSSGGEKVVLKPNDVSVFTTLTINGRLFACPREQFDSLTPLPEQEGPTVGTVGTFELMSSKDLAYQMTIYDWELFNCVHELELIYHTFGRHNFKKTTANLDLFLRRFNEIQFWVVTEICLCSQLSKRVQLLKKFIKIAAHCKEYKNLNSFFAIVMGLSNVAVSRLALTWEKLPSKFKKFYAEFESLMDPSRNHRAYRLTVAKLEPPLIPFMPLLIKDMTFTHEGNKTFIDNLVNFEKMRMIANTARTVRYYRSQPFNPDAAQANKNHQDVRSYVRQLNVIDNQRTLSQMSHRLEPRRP
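Guanine nucleotide exchange by EPAC2 is measured as reduced fluorescence of BODIPY-GDP once it is released from 250 nM Rap1B. Plates are read kinetically for 30 min at room temperature; results are scaled to 6.5 mM cAMP.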
PLK1 PBD inh: qHTS for Inhibitors of PLK1-PDB (polo-like kinase 1 - polo-box domain): Primary Screen. hit rate 2.8% among 360,000. Serine/threonine-protein kinase PLK1 (Homo sapiens), P53350. Potency, µM, without a hit: max response, negative = inhibition, actives largely listed as inhibitors. Plk1 PBD binding of FITC phosphopeptide, fluorescence polarization; further: potency means the concentration at half of the fitted maximal effect; series mostly up to about 57 µM; on the % scale 0 is the no-effect control and ±100 the full control effect; nearly all actives have a fitted effect of over 65% in size
IL2 activator: qHTS of IL-2 Activators. IL-2 activation reporter assay, cell-based qHTS; stimulated with anti-CD3/CD4/CD28 beads; in transgenic mouse T cells. activation, % (series mostly up to about 46 µM). hit rate 0.065% among 360,000; in the data active means activation above about 50%; inconclusive means mostly about 30% to 49%; further: 0% is about no effect
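Readout is EGFP and DsRed signal by fluorescent plate cytometry after 18 h at 37 degrees C. Transgenic mouse T cells (750/well) received compound for 60 min before bead stimulation (anti-CD3, anti-CD4, anti-CD28); memory T cells served as non-tolerant control.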
* = called active by the depositor; ? = inconclusive; / = not tested or not shown; [ ] = remark or other dose. Unless noted, the call rests on the fitted dose curve; in most records, active means well fitted curve in the direction sought with a large enough effect; inconclusive means small, poorly fitted or top-dose-only effect, or another doubt; inactive means no such curve, though single readings can be large; an effect the other way counts as inactive or inconclusive. The list is partial; the hit share may differ from the screen's.

SMILES	EPAC1 antag	CCT chaperon mod	PI5P4K alpha inh	WRN inhibitor	EPAC1 agonist	EPAC2 ag	PLK1 PBD inh	IL2 activator
COc1ccc(N2CC(C(=O)Nc3nc4ccc(S(C)(=O)=O)cc4s3)CC2=O)cc1 (configuration not stated)	-24%	0.3	-53*	-12%	7%	11%	-16%	1.1
Cc1cccc(-n2ncc3c(Nc4ccc(F)cc4)ncnc32)c1	-3%	1.1	-19	-5%	-1%	11%	0%	-3.4
O=S(=O)(c1ccccc1C(F)(F)F)N1CCOCC1	-5%	-4.7	-8	-1%	-2%	9%	-7%	2.0
Nc1cc(=O)[nH]c(SCC(=O)N2CCCCC2)n1	-16%	1.5	-1	-5%	2%	-1%	-2%	-0.2
NS(=O)(=O)c1ccc(NCc2cc(Cl)ccc2OCc2ccc(F)cc2)cc1	19%	1.0	2	-32%[57.1 µM]	25%	22%	5%	-0.1
Cc1nc(-c2c(-c3ccc(O)cc3O)noc2C(F)(F)F)cs1	-1%	1.5	15	-12%	-10%	0%[15.6 µM]	-6%	4.0
O=c1oc2ccccc2cc1C1=Nn2c(nnc2-c2cccnc2)SC1	2%	-0.1	-1	-13%	1%	2%	?	-1.1
NC(=O)CN1CCN(c2nc(-c3ccc(F)cc3)cs2)CC1	13%	1.5	6	-7%	3%	1%	30µM*	0.6
CC(=O)c1cccc(NC(=S)NC(=O)c2ccccc2Cl)c1	-11%	0.4	-4	-33%[57.1 µM]	1%	11%	-6%	-2.7
CCc1nnc(NC(=O)c2ccc3ncsc3c2)s1	-6%	-1.0	1	5%	7%	11%	-10%	0.3
O=C(Cc1ccc(Cl)cc1)Nc1ccc(Br)cn1	-11%	-2.2	0	-5%	-1%	7%	5%	-1.4
Cc1cc(O)c(C=Nc2ccc(Cl)cn2)c(=O)o1	-19%	-5.1	-16	?	15%	11%	-13%	4.8
N#Cc1ccc(NC(=O)COC(=O)c2cccc(S(=O)(=O)N3CCCC3)c2)cc1	-24%	-1.8	5	-3%	2%	18%	-3%	-3.0
O=C(CN1CCN(C(=O)c2ccccc2)CC1)Nc1cc(S(=O)(=O)N2CCCC2)ccc1Cl	17%	-0.1	-1	-4%	-3%	7%	3%	0.4
Cc1c(C)[n+](=O)c(-c2ccc(F)cc2)c(C)n1[O-]	2%	-3.6	-4	6%	7%	7%	-6%	-1.8
CC1CCCCC1NC(=O)COC(=O)CN1C(=O)c2ccccc2C1=O (configuration not stated)	7%	-8.7	-1	7%	-4%	5%	5%	0.2
COc1cc(OC)c(OC)cc1CN1CCN(Cc2cccc(F)c2)CC1	-2%	-11	0	-3%	-10%	7%	-5%	0.8
CCc1ccc2c(c1)[C@H]1OCC[C@H]1[C@@H](c1cccs1)N2	-7%	-2.4	-1	-7%	6%	5%	-12%	-2.0
c1csc(C2Nc3cccc4cccc(c34)N2)c1	-7%	-3.5	-18	?	-4%	2%	30µM*	-3.4
CC(=O)c1ccc(-c2cnc3c(NC=O)cc(-c4ccc(C(=O)NC5CC5)cc4)cn23)cc1	-19%	0.6	-68*	?	4%	8%	-3%	-0.5
Cc1ccccc1OCC(=O)OCC(=O)NC1CCCC1	9%	-2.5	2	-1%	2%	4%	2%	0.8
Cc1ccc(-c2nnn(CC(=O)N(Cc3ccccc3F)C(C(=O)NC3CCCC3)c3ccncc3)n2)o1 (configuration not stated)	-5%	-0.7	-28	-12%	10%	5%	-21%	0.2
Cc1ccc(Cl)cc1N1CCN(C(=O)c2ccc(CS(=O)Cc3ccc(Cl)cc3)o2)CC1 (configuration not stated)	68%[activator]	3.0	16	-4%	-499%[inhibitor]	-3%	-9%	-1.5
CNC(=O)CSc1nc2c(c(=O)n(C)c(=O)n2C)n1Cc1ccc(C)cc1	-2%	-1.2	/	-2%	-4%	5%	-7%	-1.1
CC1CC(Nc2ccccc2)c2ccccc2N1C(=O)c1ccncc1 (configuration not stated)	16%	0.5	6	-4%	-7%	4%	0%	-1.7
Cc1cc2c(c(=O)n1C)C(C(C)C)C(C#N)=C(N)O2 (configuration not stated)	16%	0.1	-2	6%	-4%	8%	0%	-1.5
O=C(COc1cc(Cl)c(Cl)cc1Cl)Nc1cccc(O)c1	-12%	0.2	6	10%	6%	-5%	8%	0.8
COc1ccc(Cn2c(CO)cnc2SCC(=O)Nc2cc(C)on2)cc1	-5%	1.3	-1	-6%	18%	2%	-2%	-0.5
COC(=O)c1ccc2c(=O)n(Cc3ccc(C(=O)NC(C)C)cc3)c(=S)[nH]c2c1	3%	0.8	6	-1%	-3%	-7%	-3%	-0.7
CC1(C)C(=O)N(c2ccccc2F)C(=O)c2ccccc21	1%	1.7	9	-4%	5%	4%	6%	-1.1
Cc1ccccc1Cn1c(NC2CCCC2)nc2c1c(=O)[nH]c(=O)n2C	17%	-2.9	2	-2%	18%	19%	-4%	2.1
O=C(CN1C2CCCC1CC(NC(=O)C1CCCCC1)C2)Nc1ccccc1 (configuration not stated)	3%	0.6	1	-8%	-5%	-1%	5%	-0.1
Cc1nn(-c2ccccc2)c(C)c1/C=N/NC(=O)c1cnccn1	-7%	0.2	0	2%	-6%	2%	6%	0.0
COC(=O)c1cc(C(=O)NC(C)(C)CC(C)(C)C)cc([N+](=O)[O-])c1	-9%	-1.0	-6	-1%	-10%	-5%	4%	1.8
O=C(c1nc2ncccn2n1)N1CCc2ccccc2C1	-2%	-2.0	-6	-16%	-8%	-1%	-12%	0.4
S=c1[nH]cc2cnccn12	4%	1.2	?	18%	9%	16%	?	-3.2

Sorted by number of heavy atoms (largest number first): part of the list above.
SMILES	EPAC1 antag	CCT chaperon mod	PI5P4K alpha inh	WRN inhibitor	EPAC1 agonist	EPAC2 ag	PLK1 PBD inh	IL2 activator
COC(=O)c1ccc2c(=O)n(Cc3ccc(C(=O)NC(C)C)cc3)c(=S)[nH]c2c1	3%	0.8	6	-1%	-3%	-7%	-3%	-0.7
Cc1ccccc1Cn1c(NC2CCCC2)nc2c1c(=O)[nH]c(=O)n2C	17%	-2.9	2	-2%	18%	19%	-4%	2.1
COC(=O)c1cc(C(=O)NC(C)(C)CC(C)(C)C)cc([N+](=O)[O-])c1	-9%	-1.0	-6	-1%	-10%	-5%	4%	1.8
O=C(COc1cc(Cl)c(Cl)cc1Cl)Nc1cccc(O)c1	-12%	0.2	6	10%	6%	-5%	8%	0.8
Cc1cc2c(c(=O)n1C)C(C(C)C)C(C#N)=C(N)O2 (configuration not stated)	16%	0.1	-2	6%	-4%	8%	0%	-1.5

(more compounds)
SMILES	EPAC1 antag	CCT chaperon mod	PI5P4K alpha inh	WRN inhibitor	EPAC1 agonist	EPAC2 ag	PLK1 PBD inh	IL2 activator
Cc1cc([N+](=O)[O-])nn1CC(=O)NC(C)c1ccccc1 (configuration not stated)	-7%	0.4	4	3%	12%	2%	-11%	0.2
O=C(CSc1nnnn1-c1ccc(F)cc1F)Nc1ccccc1F	-4%	-2.2	6	8%	-5%	-1%	-3%	-0.3
O=C(Nc1nc2ccc(Cl)cc2s1)c1ccc(N2CCCCC2)c([N+](=O)[O-])c1	9%	-7.3	-6	-5%	10%	9%	-3%	-1.3
CCC1CCCCN1C(=O)COC(=O)c1n[nH]c2ccccc12 (configuration not stated)	0%	-3.8	7	-7%	10%	4%	-3%	-0.1
Cc1ccc(S(=O)(=O)N(C)C[C@H]2OCc3cn(nn3)CCCC(=O)N([C@H](C)CO)C[C@@H]2C)cc1	-2%	-1.0	6	4%	2%	2%	-25%	3.9
Cc1ccc(-c2nnn(CC(=O)N(c3ccccc3)C(C(=O)NCC3CCCO3)c3ccc(Cl)cc3)n2)cc1 (configuration not stated)	12%	-1.6	/	1%	5%	2%	3%	1.0
Cc1ccc(S(=O)(=O)NCCNc2ccc([N+](=O)[O-])cc2)cc1	-6%	-1.1	7	0%	10%	15%	-12%	-4.1
C=CCN1C(=O)C(C)(C)Nc2ccccc21	6%	0.5	0	2%	9%	7%	-7%	-1.8
CN(C)S(=O)(=O)c1cccc(NC(=O)CN2C(=O)NC3(CCc4ccccc4C3)C2=O)c1 (configuration not stated)	12%	0.7	3	3%	0%	-1%	6%	-2.0
CCc1ccc(NC(=O)c2cnc(SC)nc2C)cc1	-18%	-2.8	0	-7%	-4%	15%	-14%	-1.1
CCCn1nnnc1NCc1ccccc1OCc1cccs1	1%	2.9	/	-3%	10%	7%	0%	-0.7
CCC(=O)NC(=S)Nc1ccc(NC(=O)c2cccnc2)cc1	-14%	1.9	-4	-6%	-2%	3%	-1%	-0.9
O=C(CCl)N(O)c1ccc(C=Cc2ccccc2)cc1	-3%	0.2	-5	8%	-4%	7%	-3%	-5.7
Cc1cccc(N2CCN(C(=O)c3ccc(NC(=O)C4CCCO4)cc3)CC2C)c1 (configuration not stated)	0%	-0.2	2	-8%	2%	8%	-5%	-0.9
CN(Cc1cccs1)C(=O)CNC(=O)c1ccco1	5%	-6.6	-5	9%	-8%	2%	3%	-0.8
Cc1noc(C)c1COc1ccc(C(=O)N2CCN(c3ccccc3O)CC2)cc1	5%	0.2	-10	8%	-1%	5%	-11%	-0.9
CCCCOc1ccc(C(=O)NCC(=O)OCC(=O)N2CCN(S(=O)(=O)c3ccc(C)cc3C)CC2)cc1	-25%	-6.7	-6	-1%	-10%	2%	-3%	-0.2
C=CCn1c(=O)c(C(=O)NC(C)c2ccccc2)c(O)c2ccccc21 (configuration not stated)	2%	-1.1	16	-2%	8%	16%	-3%	-0.4
CCCNC(=O)c1ccccc1NC(=O)C1COc2ccccc2O1 (configuration not stated)	-28%	-1.5	0	7%	11%	-3%	-7%	-3.7
O=C(CN1C(=O)COc2ccccc21)N1CCCc2ccccc21	6%	1.3	/	1%	-3%	4%	1%	-0.4
CCN1CCN(c2ccc(NC(=O)COc3ccc([N+](=O)[O-])cc3)cc2)CC1	-8%	0.4	0	-9%	-2%	-1%	3%	0.8
